High-throughput results deposited in PubChem BioAssay by The Scripps Research Institute Molecular Screening Center.
CHO-K1 Ca PAM – nonselective activator or artifact in parental CHO-K1 calcium assay; ATP EC20, Fluo-8 calcium fluorescence; 0% at ATP EC20, 100% at ATP max; activation, % at 3 µM; 360,000 compounds, 0.02% hits; AID 602247;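 active = activation above the run cutoff, the mean activation of all test compounds plus 3 SD, cut at about 40% in these data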;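 also: peak over basal fluorescence ratio in a 140 s read after ATP addition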
CHO parental Ca – counter-screen: ATP calcium response change in parental CHO cells; parental CHO-K1, ATP-induced calcium, Fluo-8 fluorescence; inhibition, % at 5.6 µM; 330,000 compounds, 0.63% hits; AID 463079;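 active = inhibition above that plate's mean sample inhibition plus 3 SD, cut at about 26% in these data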;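 also: 0% = ATP-challenged DMSO wells and 100% = DMSO wells without ATP; some compounds past the cut are filed as inactive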
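Assay system – parental CHO cells · Reagent – ATP stimulus · Detection – intracellular calcium via Fluo-8 no-wash fluorescent dye · Evaluation – percent inhibition of ATP-evoked calcium rise, normalized to controls · Controls – ATP wells versus no-ATP DMSO wells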
TAAR1 antagonist – antagonists of human TAAR1; Q96RJ0; CHO RD-HGA16 TAAR1, Fluo-8 calcium fluorescence, antagonist; inhibition, % at 3 µM; 360,000 compounds, 1.5% hits; AID 624466;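 active = inhibition above a per-plate cutoff, the mean inhibition of test compounds on that plate plus 3 SD, cut at about 49% in these data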;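 also: 0% = DMSO plus EC80 beta-PEA response and 100% = DMSO alone without agonist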
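System: CHO RD-HGA16 cells bearing hTAAR1. Reagent: EC80 β-phenethylamine stimulus. Schedule: seeding 17-24 h prior, 75-min 37 °C, 30-min RT dye loading. Signal: Fluo-8 intracellular calcium dye fluorescence, real-time kinetic reads. Read-out: % inhibition from peak post-agonist over basal fluorescence ratio. Benchmarks: vehicle wells and EC80 agonist wells. Replicates: n of 1.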
OXTR potentiator – human OXTR potentiation; 320,000 compounds, 0.061% hits; activation, % at 3 µM; AID 2445; CHO-OTR cells, Fluo-8 calcium fluorescence, potentiator mode; 0% = oxytocin EC15, 100% = EC100;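 active = activation above that plate's cutoff, the mean activation of tested compounds plus 3 SD, cut at about 6.6% in these data, passing the limit was not always enough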;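 also: 100% uses oxytocin at 75 nM as the full agonist control; some results filed as inactive read as strong as hits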
Target sequence (P30559 whole entry, looked up): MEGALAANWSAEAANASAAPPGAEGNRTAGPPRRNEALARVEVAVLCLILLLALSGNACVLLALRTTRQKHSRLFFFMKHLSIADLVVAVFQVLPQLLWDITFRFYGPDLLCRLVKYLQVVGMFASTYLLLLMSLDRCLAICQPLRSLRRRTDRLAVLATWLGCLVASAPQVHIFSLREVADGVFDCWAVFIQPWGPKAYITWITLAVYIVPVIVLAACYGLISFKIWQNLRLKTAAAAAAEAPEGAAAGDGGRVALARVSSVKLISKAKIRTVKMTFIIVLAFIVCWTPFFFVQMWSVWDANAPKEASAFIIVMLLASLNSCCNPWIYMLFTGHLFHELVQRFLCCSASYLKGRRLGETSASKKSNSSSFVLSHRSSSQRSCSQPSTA
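Assay system: CHO-OTR cells, human receptor / Also added: oxytocin at about EC15, sub-maximal agonist stimulus / Dosing: single dose, 3.0 µM nominal final compound concentration / Incubation: 6 min pre-incubation, 100 s read / Technique: Fluo-8 calcium dye fluorescence / Read-out: % activation vs EC15 and EC100 oxytocin / Benchmarks: EC15 oxytocin low, 75 nM oxytocin high / Replicates: singlicate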
CHRM1 agonist – human M1 muscarinic receptor agonism. 360,000 compounds, 0.33% hits. activation, % at 3 µM. CHO-K1 hM1, Fluo-8 calcium fluorescence, agonist mode; 0% DMSO, 100% acetylcholine EC100;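 active = activation above the run's mean compound activation plus 3 SD, cut at about 16% in these data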;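 also: peak over basal fluorescence ratio within a 140 s kinetic read after compound addition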
Target sequence (P11229 whole entry, looked up): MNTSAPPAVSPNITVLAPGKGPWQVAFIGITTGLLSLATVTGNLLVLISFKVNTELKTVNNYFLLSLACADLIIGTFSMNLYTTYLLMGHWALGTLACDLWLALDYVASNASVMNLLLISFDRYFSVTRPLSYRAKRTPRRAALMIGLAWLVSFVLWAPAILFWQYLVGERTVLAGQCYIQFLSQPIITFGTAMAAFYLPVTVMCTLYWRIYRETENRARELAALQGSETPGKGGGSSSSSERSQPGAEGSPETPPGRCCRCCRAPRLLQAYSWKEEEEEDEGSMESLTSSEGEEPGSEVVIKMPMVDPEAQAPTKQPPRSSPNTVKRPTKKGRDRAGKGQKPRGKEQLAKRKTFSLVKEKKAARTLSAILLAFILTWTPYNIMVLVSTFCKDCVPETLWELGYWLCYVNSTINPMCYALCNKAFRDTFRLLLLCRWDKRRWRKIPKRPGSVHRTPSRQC
CHO-K1 Ca ag – M1 agonist counterscreen hit in parental CHO-K1 cells | AID 602248 | activation, % at 3 µM | 360,000 compounds, 0.48% hits | Fluo-8 calcium fluorescence; scaled to maximal ATP response, vehicle zero; in the data active = activation above about 15%;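 also: untransfected CHO-K1 host cells lacking M1 receptor as counterscreen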
TAAR1 agonist – agonists of human TAAR1 | 360,000 compounds, 0.99% hits | Q96RJ0 | CHO RD-HGA16 TAAR1, Fluo-8 calcium fluorescence; vehicle wells 0%, saturating PEA agonist 100% | activation, % at 3 µM;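 active = activation above the mean activation of all test compounds in the run plus 3 SD, cut at about 38% in these data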
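Test system: RD-HGA16 (CHO) cells co-expressing Gα16 and hTAAR1 | Doses: Single dose, 3 µM | Schedule: 17-24 h seeding, 75 min 37 °C dye, 30 min RT | Evaluation: % activation from peak over basal fluorescence ratio, DMSO-to-PEA scaled | Technique: Kinetic Fluo-8 calcium fluorescence | Benchmarks: Low control DMSO, high control PEA (EC100)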
CHO-K1 Ca antag – counter-screen for M1 antagonists: effect in parental CHO-K1 cells; ATP-induced calcium, Fluo-8 fluorescence; 360,000 compounds, 0.6% hits; inhibition, % at 3 µM;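 active = inhibition above a per-plate cutoff, the plate's mean sample inhibition plus 3 SD, cut at about 24% in these data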;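 also: 0% = DMSO plus EC80 ATP and 100% = DMSO alone without ATP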
CHRM1 antagonist – blocks human M1 muscarinic receptor. inhibition, % at 3 µM. P11229. CHO-K1 hM1, Fluo-8 calcium fluorescence, ACh EC80 antagonist. AID 588852. 360,000 compounds, 1.3% hits;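 active = percent inhibition above its own plate's cutoff, namely the mean of that plate's compound wells plus 3 SD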;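 also: peak over basal fluorescence ratio during 140 s after agonist addition; 0% = ACh EC80 plus DMSO and 100% = DMSO alone without agonist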
Active calls of the source: *; · = no result given.

SMILES	CHO-K1 Ca PAM	CHO parental Ca	TAAR1 antagonist	OXTR potentiator	CHRM1 agonist	CHO-K1 Ca ag	TAAR1 agonist	CHO-K1 Ca antag	CHRM1 antagonist
CN(C)CCCNS(=O)(=O)c1ccc(N2CCN(Cc3ccc4c(c3)OCO4)CC2)c([N+](=O)[O-])c1	-5.8	-8.2	-3.1	-10.9	-12.4	3.5	0.0	6.0	0.4
COc1ccc(NC(=O)CN(C)C(=O)c2cn(-c3ccccc3)nc2-c2ccc(Cl)cc2)cc1	-22.7	-18.5	11.5	-13.2	0.2	-0.2	-0.5	9.2	5.0
Brc1cnc2nc[nH]c2c1	4.0	-19.2	-26.6	-4.0	-3.5	0.9	1.9	-10.0	-8.5
CC1CCN(CC(=O)Nc2ccc(C(=O)N3CCCCC3)cc2)CC1	15.2	-10.3	1.9	4.2	-8.6	0.5	4.3	-18.5	-29.8
Cc1c(-c2ccccn2)c(=O)[nH]n1-c1ccc(F)cc1	22.1	-6.0	10.2	-4.9	-5.6	-0.2	2.4	-7.9	-5.8
C[C@H](NC(=O)c1cccc([N+](=O)[O-])c1)C(=O)OCC(=O)c1ccccc1Br	-2.8	-2.5	8.5	-9.5	-2.1	2.7	1.7	2.4	2.1
CCS(=O)(=O)Nc1ccc(C2=NN(C(C)=O)C(c3cccs3)C2)cc1 (stereo not drawn)	-5.8	0.7	6.9	-11.7	-4.8	0.4	6.6	13.2	4.5
Cc1cc(-c2ccc(N3CCOCC3)cc2)nc2ccccc12	7.8	-10.6	6.4	-1.6	-4.7	1.3	10.3	-0.6	-4.8
CC1=C(C(N)=O)C(c2ccccc2[N+](=O)[O-])n2ncnc2N1 (stereo not drawn)	14.3	5.0	0.8	-3.1	-0.1	1.5	1.2	-4.0	-19.7
CCC(C)N1CCC2(CC1)N=c1c(c3c4c5c(C)c(O)c3c(O)c1=NC(=O)C(C)=CC=C[C@H](C)[C@H](O)[C@@H](C)[C@@H](O)[C@@H](C)[C@H](OC(C)=O)[C@H](C)[C@@H](OC)C=CO[C@@](C)(O5)C4=O)N2 (stereo partly drawn)	15.3	-20.6	-10.6	-2.0	-7.9	0.0	-1.0	-14.6	-31.4
CC(C)(C)c1ccc(OCCSc2nc3ccccc3n2CC(=O)O)cc1	-10.2	0.2	-4.0	-6.4	-1.4	0.1	16.1	-5.7	-18.1
O=C(CCc1ccc(S(=O)(=O)N2CCOCC2)cc1)OCC(=O)c1ccccc1F	16.9	-26.4	1.8	-9.0	-2.5	6.6	13.4	-18.8	7.0
COc1ccc2nc(SCC(=O)N(C)C3CCCCC3)[nH]c2c1	10.4	-13.3	2.6	-0.9	-0.8	0.1	11.1	-10.7	-11.9
CC(C)n1cc(CN2CCC(n3nccc3NC(=O)C3CCCC3)CC2)cn1	4.0	-0.1	-10.4	-6.1	-2.7	0.9	1.4	-1.4	-4.1
CN1CCN(S(=O)(=O)c2ccc(NC(=S)NC(=O)c3ccccc3)cc2)CC1	13.5	-19.6	6.6	-19.1	-4.4	0.6	5.8	-2.6	-4.8
COc1ccc(C2C(C(=O)c3ccco3)=C(O)C(=O)N2c2nnc(C)s2)cc1 (stereo not drawn)	-6.5	-9.9	-23.4	3.0	-3.2	1.1	2.0	-13.9	-1.9
CN(C)CCNC(=O)C1CC(=O)N(c2ccc(F)c(Cl)c2)C1 (stereo not drawn)	10.6	4.3	0.6	-4.0	-7.7	0.0	10.2	-8.1	-5.7
Cc1ccc(S(=O)(=O)N(Cc2n[nH]c(=S)n2-c2ccccc2)c2ccccc2)cc1	3.0	-27.8	7.8	-7.6	-6.5	0.3	-1.9	-10.3	-5.1
COC(=O)C1CCN(C(=O)C2CC(=O)N(c3ccc(C)c(Cl)c3)C2)CC1 (stereo not drawn)	7.9	·	-18.1	·	-2.2	0.2	3.7	-13.0	-18.1
CC(NS(=O)(=O)c1ccc(Cl)cc1)C(=O)OCC(=O)c1ccc[nH]1 (stereo not drawn)	12.6	-1.7	11.8	-6.9	-3.7	1.8	4.9	-11.0	-5.7
CCOc1ccc(NC(=O)CN(C)C(=O)c2ccc3c(c2)C(=O)N(CCC(C)C)C3=O)cc1OCC	-0.7	-12.9	-1.9	-3.7	-1.8	0.2	4.9	1.5	1.2
CN1CCN(C(=O)c2cnn3c(C(F)(F)F)cc(-c4cccs4)nc23)CC1	6.3	-4.1	-4.2	-3.1	-4.0	0.3	1.0	-2.0	7.4
O=c1c2ccccc2nc2ccc(NCc3ccco3)nn12	6.3	-17.2	8.1	-5.7	-3.9	0.0	3.4	5.7	-4.0
CCOc1c(N2CCCCC2)c(=O)c1=O	10.0	-10.1	4.3	-7.8	-7.3	-0.1	11.2	-6.0	-42.0
COc1ccc(S(=O)(=O)N2c3ccccc3NC(=O)CC2C)cc1 (stereo not drawn)	1.7	-1.3	-6.2	-8.3	-1.3	0.2	1.1	-5.1	-6.0
CCN(CC)CC(=O)Nc1cccc(S(=O)(=O)N2CCCC2)c1	1.7	2.2	-26.4	-1.6	-6.2	0.1	2.2	-1.5	6.3
Cc1cn(C2CC(O)C(O)C(CO)O2)c(=O)[nH]c1=O (stereo not drawn)	4.9	·	-13.3	·	-3.0	0.1	0.0	0.1	-7.1
CCOC(=O)C1CCN(c2cc3c(cc2NC(=O)c2ccccc2OCC)n(C)c(=O)n3C)CC1	10.5	-13.5	34.2	-3.3	-1.8	4.8	5.6	-2.6	29.1
COc1ccc(-n2c(SCC(N)=O)nnc2-c2cccnc2)cc1	14.2	-2.6	-8.0	-18.0	-1.9	0.3	2.0	0.3	-2.7
C/C(CC(=O)NC12CC3CC(CC(C3)C1)C2)=N\NC(=O)c1ccc(F)cc1	-1.4	-13.9	10.1	-11.1	-2.6	0.8	2.9	-2.4	-6.4
CCOc1cc(C(=O)CCC(=O)OCC(=O)Nc2ccc(C)c(S(=O)(=O)N(C)C)c2)ccc1O	-1.8	-7.0	29.8	-6.9	-4.4	6.2	7.7	-5.4	13.3
O=C1CC(Sc2ccc(Cl)cc2)C(=O)N1c1ccc2c(c1)OCCO2 (stereo not drawn)	6.8	-21.2	1.3	-5.3	-7.0	2.4	3.6	-0.5	0.3
COc1ccc(OC)c(CNC(=O)c2[nH]c(C(F)(F)F)nc2-c2ccccc2)c1	-3.6	·	-16.2	·	6.4	1.3	4.5	20.8	11.1
Cc1cc(C(=O)OCC(=O)N2CC(C)OC(C)C2)c2ccccc2n1 (stereo not drawn)	9.1	-21.8	2.3	-5.1	-3.6	1.1	-0.2	-12.1	-12.2
CCCCCNC(=O)c1c[nH]c2ccc(S(=O)(=O)N3CCC4(CC3)OCCO4)cc2c1=O	15.4	-14.2	-11.3	0.4	-4.5	0.7	1.0	-4.0	-8.1
Cc1cc(O)cc2c1C1CCC3(C)C(O)CCC3C1C=C2 (stereo not drawn)	-10.9	·	10.8	·	2.4	1.1	6.0	-0.7	-4.1
O=c1[nH]n(Cc2ccccc2)c2ccccc12	-3.8	-1.9	-11.0	0.8	-3.0	0.9	1.2	3.9	10.5
CSc1nc(C)c(CCOCc2ccc(F)cc2)c(=O)[nH]1	5.9	-5.6	8.9	0.8	-4.5	0.2	2.5	1.7	-4.4
COCCNC(=O)/C(C#N)=C/c1ccc(OCc2ccc(F)cc2)cc1	-5.8	-8.3	2.5	-9.4	-0.2	5.9	3.9	-1.3	8.1
CCN(CC(=O)Nc1ccc(NC(C)=O)cc1)C(=O)/C=C/c1ccc(C)o1	16.5	-4.7	-2.2	-4.9	-7.0	0.9	5.0	-18.6	-7.4
Cc1ccc(NC(=S)NNC(=O)c2ccccc2OC(F)F)cc1	4.8	-2.8	-11.1	-6.4	-2.5	0.7	5.8	-36.4	6.3
CCOc1ccc(-c2nnn(CCC(=O)O)n2)cc1OC	5.0	-0.1	-13.3	2.3	-4.9	0.3	16.3	5.8	-9.1
CCc1ccc(NC(=O)CNC(=O)c2cn(-c3ccccc3OC)c(=O)c3ccccc23)cc1	13.6	-30.7	3.7	-18.5	-0.8	2.2	14.6	-15.0	-5.5
CCN(CC(=O)Nc1c(F)cccc1F)C(=O)COc1ccc2c(c1)CCC2	10.5	-4.6	-20.6	-9.8	-2.9	1.1	0.3	-2.9	-10.8
CCN(CC)CCNC(=O)c1ccc2c(=O)n(CCc3ccccc3)c(=O)[nH]c2c1	3.6	-11.6	-7.2	-18.5	-5.2	0.7	7.5	5.2	-12.5
COc1ccccc1NC(=O)C(C)OC(=O)C1CCN(S(=O)(=O)c2ccccc2C(F)(F)F)CC1 (stereo not drawn)	-6.5	·	28.0	·	-2.6	3.6	6.3	-16.3	19.5
Cc1cccc(NC(=O)COC(=O)c2ccc3c(=O)n4c(nc3c2)CCC4)c1	14.3	-18.1	-4.8	-1.9	-7.6	1.1	2.0	-2.2	-7.1
Cn1cnnc1SCc1ccc(C(=O)N=Nc2c(O)n(Cc3ccc(Cl)cc3)c3ccccc23)cc1	19.5	-16.7	23.7	-7.3	-9.3	1.2	10.2	-7.6	29.6

Overlap with the part before: 2 entries; new compounds follow.
SMILES	CHO-K1 Ca PAM	CHO parental Ca	TAAR1 antagonist	OXTR potentiator	CHRM1 agonist	CHO-K1 Ca ag	TAAR1 agonist	CHO-K1 Ca antag	CHRM1 antagonist
Cc1cccc(NC(=O)COC(=O)c2ccc3c(=O)n4c(nc3c2)CCC4)c1	14.3	-18.1	-4.8	-1.9	-7.6	1.1	2.0	-2.2	-7.1
Cn1cnnc1SCc1ccc(C(=O)N=Nc2c(O)n(Cc3ccc(Cl)cc3)c3ccccc23)cc1	19.5	-16.7	23.7	-7.3	-9.3	1.2	10.2	-7.6	29.6
CCCCCCCCCCCC(=O)NC(C(=O)O)C(O)c1ccccc1 (stereo not drawn)	-6.5	6.3	13.4	-0.1	-3.0	0.1	23.6	-4.5	5.6
CCN(CC(=O)Nc1ccc(OC)cc1)C(=O)Cc1coc2cc(C)c(C)cc12	11.3	-17.9	24.6	-7.1	-5.2	3.9	0.3	-16.0	-7.2
COc1ccc2c(c1)OC[C@H]1[C@H]2N2C(=O)c3ccc(F)cc3NC(=O)[C@@]2(C)[C@H]1c1ccccc1	13.7	·	9.8	·	-3.5	0.8	9.7	-9.4	16.1
COc1ccc(CCCC(=O)Nc2cc(C)ccc2OC)cc1	11.6	-6.8	-32.4	-1.9	-2.8	0.3	-2.0	-8.6	-7.9
O=[N+]([O-])C1C(c2ccccc2)C12c1ccccc1-c1ccccc12 (stereo not drawn)	-5.4	·	·	·	1.8	-0.8	·	4.0	-11.3
